High-throughput results deposited in PubChem by National Center for Advancing Translational Sciences (NCATS).
Gal4-VP16 FLuc – counter-screen for ROR gamma inhibitors: Gal4-VP16 reporter; Drosophila S2 Gal4-VP16 UAS-luciferase, luminescence, 20 h; Potency, µM (series often up to 53.6 µM), for the others: top-dose activity, negative = inhibition, hits mostly inhibitors; 3.5% of 310,000 active;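 also: Gal4-VP16 expression switched on by copper sulfate through the metallothionein promoter; potency is read from the fitted curve at half-maximal effect; % is scaled to controls: 0 for no effect and ±100 for the full control effect; nearly all actives have a fitted effect of over 50% in size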
Tb PFK inh – inhibitors of T. brucei phosphofructokinase; T. brucei PFK, ADP-Glo luminescence; Potency, µM (titrated, usually from 57.5 µM), for the others: top-dose activity, negative = inhibition, hits mostly inhibitors; 0.17% of 330,000 active; O15648;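 also: potency is read from the fitted curve at half-maximal effect; 0% = uninhibited 1x PFK enzyme wells and -100% = no-enzyme wells; nearly all actives have a fitted effect of over 60% in size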
Target sequence (O15648 whole entry, looked up): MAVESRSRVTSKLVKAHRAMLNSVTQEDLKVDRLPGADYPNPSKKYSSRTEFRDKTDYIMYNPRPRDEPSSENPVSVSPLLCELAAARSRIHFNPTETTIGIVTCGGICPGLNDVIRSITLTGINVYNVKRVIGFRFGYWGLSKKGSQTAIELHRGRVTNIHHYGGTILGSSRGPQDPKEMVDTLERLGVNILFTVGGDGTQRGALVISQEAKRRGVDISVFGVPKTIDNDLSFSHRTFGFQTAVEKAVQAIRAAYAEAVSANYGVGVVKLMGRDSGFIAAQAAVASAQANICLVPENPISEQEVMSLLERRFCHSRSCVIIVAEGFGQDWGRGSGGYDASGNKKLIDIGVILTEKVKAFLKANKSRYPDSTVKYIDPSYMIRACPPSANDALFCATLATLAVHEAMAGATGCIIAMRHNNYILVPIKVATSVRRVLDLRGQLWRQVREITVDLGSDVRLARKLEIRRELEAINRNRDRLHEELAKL
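In TEA buffer at pH 8.0 with 5 mM MgCl2, enzyme (1.25 nM) converted F6P (0.5 mM) and ATP (0.1 mM) for 45 min at room temperature. ADP product was read by luciferase luminescence.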
BRCA1 expr act – activators of BRCA1 expression. AID 624202. 1.1% of 380,000 active. MCF7-BRCA1-FFLuc reporter, luminescence, 48 h; response scale: scaled: vehicle 0%, 10 µM genistein 100%. Potency, µM (top dose mostly 46.1 µM), for inactives: at the top dose activation, actives largely listed as activators; also: potency is read from the fitted curve at half-maximal effect; nearly all actives have a fitted effect of over 80% in size; some results filed as inactive show a strong effect at the top dose
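Cells: MCF7-BRCA1-FFLuc, 2000/well. Exposure: 48 h, 37 °C, 5% CO2. Read: luminescence, 15 min post-substrate. Controls: genistein 10 microM (maximal activation), DMSO (neutral).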
ELG1 genotox – inducers of genotoxicity in HEK293T ELG1-luciferase cells | Potency, µM (titrated, usually from 46 µM), for inactives: top-dose activity change, positive = activation, usual class: activators | 1.3% of 330,000 active | HEK293T ELG1-luciferase reporter, luminescence, 16 h; also: potency is read from the fitted curve at half-maximal effect; % of control where 0% means no effect; nearly all actives have a fitted effect of over 60% in size
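16 hr compound incubation (37 °C, 5% CO2) of HEK293T cells carrying luciferase-tagged ELG1; luciferase then measured by ONE-Glo luminescence after 30 min at RT.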
RORgamma inh – blocks mouse ROR gamma transcriptional activity; 5.4% of 310,000 active; P51450; Drosophila S2 Gal4-RORgamma UAS-luciferase reporter, 20 h; Potency, µM (series often up to 53.6 µM), without a hit: top-dose activity change, negative = inhibition, hits mostly inhibitors; also: potency is read from the fitted curve at half-maximal effect; % is scaled to controls: 0 for no effect and ±100 for the full control effect; nearly all actives have a fitted effect of over 60% in size
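Luminescence from a UAS-regulated Photinus luciferase reporter in stably transfected Drosophila Schneider cells is measured; decreased signal marks ROR gamma inhibition. Fusion expression is induced by 700 uM copper sulfate for 20 hr.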
Rab9 prom act – Rab9 promoter activation; Huh7 Rab9 promoter-luciferase reporter, luminescence, 24 h; Potency, µM (doses to about 9.22 µM), for the others: at the highest dose activation, negative = inhibition, most hits filed as activators; 2.8% of 320,000 active; also: potency is read from the fitted curve at half-maximal effect; % of control where 0% means no effect; nearly all actives have a fitted effect of over 60% in size
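Promoter activation is measured as luciferase luminescence in Huh7 cells stably transfected with a Rab9 promoter–luciferase construct, following 24 h compound exposure at 37 °C and 10 min reagent incubation at ambient temperature.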
TRPV1 agonist – human TRPV1 agonism; AID 540275; TRPV1-expressing cells, Fluo-8 calcium influx, agonist mode; activation, % at 8.33 µM; Q8NER1; 0.19% of 320,000 active; in the data active = activation above about 80%; inconclusive = between about 30% and that limit; also: 0% is about no effect
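TRPV1-expressing cells were cultured overnight at 35.5C and loaded with Fluo-8 calcium dye for 40 to 90 min at room temperature. After a 10 s baseline, compound was added and calcium influx was read kinetically for 3 min (ex 480/em 520 nm).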
p53 reactivator – mutant p53 re-activation in reporter cells | H1299 p53-A138V BP100-luciferase reporter, luminescence, 24 h | Potency, µM (top dose mostly 92.2 µM), for the others: at the top dose activity change, positive = activation, most hits filed as activators | 0.063% of 320,000 active | AID 504706; also: potency is read from the fitted curve at half-maximal effect; % of control where 0% means no effect; nearly all actives have a fitted effect of over 45% in size
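H1299 (p53-null), stable ts p53-A138V + BP100-Luc; 1000 cells/well, Opti-MEM/10% FBS; cpd 4 pt, 1:5; 24 h, 37 deg C, 5% CO2; detection reagent 10 min RT; luminescence.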
ELG1 DNA repair – blocks ELG1-dependent DNA repair in HEK293T cells; HEK293T ELG1-luciferase reporter, luminescence, 16 h; DNA damage induced by 5-fluorouridine; Potency, µM (doses to about 46.1 µM), inactives show at the top dose activity change, negative = inhibition, most hits filed as inhibitors; 2.3% of 330,000 active; AID 504467; also: potency is read from the fitted curve at half-maximal effect; % is scaled to controls: 0 for no effect and ±100 for the full control effect; nearly all actives have a fitted effect of over 55% in size
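Step one: seed 2,000 cells per well. Step two: pin-transfer compound or DMSO alongside 5-fluorouridine. Step three: incubate 16 hr, 37 °C, 5% CO2. Step four: add ONE-Glo, wait 30 min, read luminescence.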
FLuc counter – inhibits or activates purified firefly luciferase, miR-21 counter-screen; P08659; purified FLuc, Km substrates, luminescence inhibition; Potency, µM (highest dose often 57.5 µM), for the others: at the highest dose activity change, negative = inhibition, usual class: inhibitors; 6.9% of 360,000 active; AID 588342;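 also: potency is read from the fitted curve at half-maximal effect; plate controls were vehicle for no effect and reference inhibitor for full effect; nearly all actives have a fitted effect of over 55% in size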
Target sequence (P08659 whole entry, looked up): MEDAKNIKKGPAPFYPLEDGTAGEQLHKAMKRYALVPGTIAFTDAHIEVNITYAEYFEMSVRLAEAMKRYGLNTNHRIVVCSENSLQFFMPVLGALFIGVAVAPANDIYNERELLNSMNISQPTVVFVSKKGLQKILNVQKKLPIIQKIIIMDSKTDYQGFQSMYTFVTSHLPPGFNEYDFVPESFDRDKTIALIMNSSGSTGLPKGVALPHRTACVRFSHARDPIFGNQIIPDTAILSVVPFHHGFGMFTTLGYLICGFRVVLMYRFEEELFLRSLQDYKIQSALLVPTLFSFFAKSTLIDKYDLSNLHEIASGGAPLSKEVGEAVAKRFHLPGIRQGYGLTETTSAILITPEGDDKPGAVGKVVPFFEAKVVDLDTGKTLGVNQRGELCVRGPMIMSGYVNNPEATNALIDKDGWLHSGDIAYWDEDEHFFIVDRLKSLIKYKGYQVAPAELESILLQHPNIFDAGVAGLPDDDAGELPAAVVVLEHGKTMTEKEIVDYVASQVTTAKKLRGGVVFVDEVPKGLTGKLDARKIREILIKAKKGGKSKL
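Purified P. pyralis luciferase, 10 nM final, with Km-level 10 uM D-luciferin and 10 uM ATP in 50 mM Tris acetate pH 7.5, 10 mM Mg acetate, 0.01% Tween-20, 0.05% BSA; 6-point qHTS titration about 60 µM downward; luminescence read.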
NPC1 prom act – activates the NPC1 promoter | Huh7 NPC1 promoter luciferase reporter, 24 h | Potency, µM (titrated, usually from 9.22 µM), for the others: top-dose activation, most hits filed as activators | 2.4% of 320,000 active | AID 485313;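 also: potency is read from the fitted curve at half-maximal effect; % of control where 0% means no effect; nearly all actives have a fitted effect of over 60% in size; reporter is driven by a mutant NPC1 promoter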
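NPC1 promoter–luciferase Huh7 cells; 24 h compound; luminescence.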
The depositor's hits bear a star; u = inconclusive; x = no result given; [ ] = dose if it differs, or a comment. Unless noted, calls follow the shape of the dose curve; as a rule, active = well fitted curve in the direction sought with a large enough effect; inconclusive = small, poorly fitted or top-dose-only effect, or another doubt; inactive = no such curve, though single readings can be large; an effect the other way counts as inactive or inconclusive.

Start of the data: the first two compounds (preview)
canonical_smiles	BRCA1 expr act	Gal4-VP16 FLuc	Tb PFK inh	p53 reactivator	ELG1 DNA repair	Rab9 prom act	RORgamma inh	NPC1 prom act	ELG1 genotox	FLuc counter	TRPV1 agonist
CC1CCCCN1S(=O)(=O)c1ccc(S(=O)(=O)N(Cc2ccccc2)Cc2ccco2)cc1 (centres undefined)	-29%	0%	2%	3%	u	-4%	-10%	-6%	-1%	0%	9
CCOC(=O)C1=C(C)N(C)C(=O)NC1c1cccc2ccccc12 (centres undefined)	0%	-7%	-3%	11%	0%	-1%	29%	0%	-1%	1%	0

All compounds of this part (from the top)
canonical_smiles	BRCA1 expr act	Gal4-VP16 FLuc	Tb PFK inh	p53 reactivator	ELG1 DNA repair	Rab9 prom act	RORgamma inh	NPC1 prom act	ELG1 genotox	FLuc counter	TRPV1 agonist
CC1CCCCN1S(=O)(=O)c1ccc(S(=O)(=O)N(Cc2ccccc2)Cc2ccco2)cc1 (centres undefined)	-29%	0%	2%	3%	u	-4%	-10%	-6%	-1%	0%	9
CCOC(=O)C1=C(C)N(C)C(=O)NC1c1cccc2ccccc12 (centres undefined)	0%	-7%	-3%	11%	0%	-1%	29%	0%	-1%	1%	0
COc1ccc(C(=O)NCCC(=O)N2CCC3(CC2)NCCc2[nH]cnc23)cc1	8%	-10%	1%	6%	16%	1%	-7%	0%	0%	0%	2
CCC(Cc1ccccc1)NC(=O)C1CC1 (centres undefined)	5%	29%	-1%	9%	1%	1%	u	0%	0%	0%	1
COc1cccc(C2C([N+](=O)[O-])=C(N)Oc3cc(C)oc(=O)c32)c1 (centres undefined)	-6%	4%	2%	-1%	20%	-2%	9%	-1%	0%	0%	-2
COC(=O)Cc1ccc(NC(=S)NCC(C)C)cc1	12%	u	2%	12%	u	-3%	u	1%	0%	u	-1
Cc1cc(-c2ccc(N3CCOCC3)cc2)nc2ccccc12	-56%	-11%	-1%	u	u	u	29%	u	u	1.5µM*	3
CN(CC(=O)Nc1ccc(N2CCOCC2)cc1)C(=O)CCNC(=O)c1ccccc1Cl	7%	x	-1%	-1%	11%	-15%	x	-2%	-1%	-9%	0
CCCCOc1ccc(Cc2c(COCC)[nH]c(=S)[nH]c2=O)cc1	-49%	-4%	-6%	-5%	2%	-11%	u	2%	0%	-2%	-1
CC(=O)Nc1ccc(S(=O)(=O)CCC#N)cc1	5%	u	4%	4%	2%	-4%	-19%	-11%	1%	-1%	-5
Cc1ccc(S(=O)(=O)NC(C)C(=O)NC(C)c2cccs2)cc1 (centres undefined)	-21%	0%	-3%	u	8%	0%	-13%	1%	3%	-1%	1
COc1cc(C)c(CNC2CCCCC2)cc1C	-35%	4%	-3%	0%	10%	-3%	-20%	0%	-6%	2%	-1
CSc1nnnn1-c1cccc(O)c1	0%	-5%	-1%	1%	6%	1%	2%	0%	-2%	6%	3
CCOC(=O)C1CCN(C(=O)c2ccc(N(C)S(C)(=O)=O)cc2)CC1	12%	1%	0%	0%	12%	-5%	24%	-2%	3%	5%	2
CC(=O)N1CCN(C(=O)Cn2c(=O)oc3ccccc32)CC1	-12%	5%	2%	12%	-12%	-5%	-2%	-5%	0%	4%	-2
Cc1ccc(C)c(OCCC(=O)OCC(=O)c2c(N)n(C)c(=O)n(C)c2=O)c1	-11%	x	0%	-6%	9%	-1%	x	-1%	-7%	-2%	1
O=C(COc1ccccc1)NCC1(N2CCCCC2)CCCCC1	-12%	-5%	2%	0%	12%	-33%[inhibitor]	0%	-5%	1%	0%	2
COC(=O)c1nc(NC(=O)c2ccc(C(C)(C)C)cc2)n[nH]1	3%	-4%	0%	-1%	13%	10%	1%	-5%	6%	u	1
CCC(=O)NC(=S)Nc1ccc(NC(=O)CC)cc1	23%	-4%	-3%	7%	u	0%	18%	-3%	0%	-7%	0
CC(=O)NC(C(=O)N1CCC(c2nc3ccccc3s2)CC1)C(C)C (centres undefined)	-1%	-1%	u	-1%	1%	4%	-24%	1%	-5%	3%	2
COc1ccc(C(=O)COC(=O)CCn2nnc(-c3cccs3)n2)cc1	3%	x	-8%	4%	-3%	-4%	-7%[0.365 µM]	1%	0%	-2%	-1
Cc1ccc(NC2CCCN(C(=O)c3ccoc3)C2)cc1C (centres undefined)	-2%	1%	-12%	23%	u	16%	20%	0%	2%	-7%	4
CCOC(=O)C(=O)Nc1sc(C(=O)N2CCOCC2)c(C)c1C#N	0%	6%	-3%	2%	-1%	-5%	1%	-5%	5%	-1%	1
CN(Cc1cn(C)nc1-c1cccc(Cl)c1)CC1CCCCO1 (centres undefined)	11%	-6%	1%	5%	1%	-3%	-10%	-5%	-5%	0%	3
C/C=C(/C)C(=O)O[C@@H]1Cc2c(ccc3ccc(=O)oc23)OC1(C)C	7%	x	3%	-5%	-2%	x	x	x	0%	x	x
CC(Nc1ccc2c(c1)OCCO2)C(=O)N1CCc2ccccc21 (centres undefined)	59%	6%	-5%	1%	u	29%	u	10%	12%	27µM*	3
NS(=O)(=O)c1ccc(CCNC(=O)CSc2ccc(Cl)cc2Cl)cc1	0%	-5%	-6%	-1%	-5%	-5%	0%	-6%	-5%	-1%	u
O=C(Nc1ccc(F)c(F)c1)c1cccnc1	32%	0%	-4%	-2%	2%	-1%	u	1%	-2%	3%	4
S=C1SCN(Cc2ccccc2)CN1Cc1ccccc1	-24%	u	5%	-7%	0%	-10%	u	-2%	-4%	1%	6
O=C(/C=C/c1ccco1)c1cccnc1	-1%	3%	-3%	14%	-9%	1%	-17%	2%	-2%	-7%	1
CC1CCC2(CC1)NC(=O)N(NC(=O)CSc1nnc(NC3CC3)s1)C2=O (centres undefined)	-1%	x	11%	2%	19%	-8%	x	0%	-3%	3%	-4
COCCn1cnnc1SCC(=O)Nc1cccc(S(=O)(=O)N2CCCCCC2)c1	-3%	-2%	-3%	-1%	4%	-5%	23%	-6%	0%	1%	-5
COc1ccc(CN(CCC#N)CCC2(c3ccccc3)CC(C)N(C)CC2C)cc1OC (centres undefined)	14%	1%	2%	-5%	u	-2%	11%	3%	-1%	0%	1
CN1CCN(S(=O)(=O)c2ccc(NC(=S)NC(=O)c3ccc(Cl)cc3)cc2)CC1	-34%	u	-6%	u	u	5%	3.2µM*	14%	-6%	u	-2
N#CC1(NC(=O)CSc2nnc(Cc3ccccc3)o2)CCCCC1	9%	x	0%	-3%	1%	-4%	x	-2%	3%	-1%	2
Cc1ccc(N=C2C(=S)N(c3ccc(C)cc3)C(=N)N2/N=C/c2ccc(Cl)cc2)cc1	72%	3.2µM*	-8%	u	u	19%	2.5µM*	6%	12%	u	3
Cc1ccsc1/C=N/NC(=O)c1nnn(-c2nonc2N)c1CN(C)c1ccccc1	-24%	3.2µM*	-4%	3%	-15%	-1%	4µM*	0%	-5%	6%	21
O=C(NCCCN1CCOCC1)c1cc(-c2cccs2)on1	-66%	-10%	-4%	u	u	u	2%	28%	u	-9%	-1
COc1ccc2c(-c3ccccc3)cc(SCC(=O)N(C)C)nc2c1	-32%	20%	3%	10%	u	-2%	10%	-1%	-8%	-8%	25
COC(=O)[C@H](CO)NS(=O)(=O)c1ccc(C)cc1	-5%	x	0%	2%	14%	x	x	x	3%	x	x
CCCCCSc1nc2c(cnn2-c2ccccc2)c(=O)[nH]1	-3%	x	10%	9%	6%	1%	-22%[0.365 µM]	0%	-2%	1%	0
Cc1ccc2c(c1)C1(OCCCO1)C(=O)N2	-13%	8%	3%	15%	10%	5%	-16%[1.91 µM]	-5%	1%	0%	10
CNC(=O)c1cc2cc(OC)ccc2n1CCN(Cc1ccccc1)Cc1ccccc1	-10%	-7%	1%	3%	-1%	-8%	0%	0%	-2%	-1%	u
O=C(NCCc1ccco1)C(=O)NCC1OCCCN1S(=O)(=O)c1ccc(F)cc1 (centres undefined)	0%	0%	1%	-10%	-1%	3%	2%	5%	1%	1%	-5
Cc1ccccc1-n1ncc2c1CC(C)(C)CC2NC(=O)CCC(F)(F)F (centres undefined)	-3%	13%	-5%	x	5%	-1%	21%	-1%	3%	-2%	u
Cc1ccc(-n2ncc(C(=O)N3CCN(C(=O)c4ccco4)CC3)c2C2CCN(C(=O)OC(C)(C)C)CC2)cc1C	2%	0%	-2%	-9%	-13%	-1%	-4%	2%	0%	-8%	7
O=C(O)CN1C(=O)c2cccc(Oc3ccc(Cl)cc3)c2C1=O	-24%	-6%	2%	1%	10%	3%	-5%	0%	1%	0%	1
Cn1c(C(=O)N[C@@H](C(=O)O)c2ccccc2)cc2cc(Cl)ccc21	-41%	-1%	-5%	8%	-3%	-4%	-4%	-4%	-1%	-15%	-2
